# Screens: PubChem BioAssay, National Center for Advancing Translational Sciences (NCATS)
# KDM4E inh: inhibitors of human JMJD2E histone demethylase; JMJD2E catalytic domain, FDH-coupled NADH fluorescence (FDH is formaldehyde dehydrogenase); 230,000 compounds, 1.6% hits; Potency, µM (doses to about 57.1 µM), for the others: at the highest dose activity change, negative = inhibition, hits mostly inhibitors; B2RXH2; active means well fitted inhibition curve with a large enough effect, not every such curve was filed as active; inconclusive means small, poorly fitted or top-dose-only effect, or another doubt; inactive means no such curve, though single readings can be large or run the other way;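 further: 0% = wells with enzyme and -100% = buffer wells without enzyme; nearly all actives have a fitted effect of over 50% in size; many of its hits are not listed in these tables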
# Target sequence (B2RXH2 1-337 limits assumed): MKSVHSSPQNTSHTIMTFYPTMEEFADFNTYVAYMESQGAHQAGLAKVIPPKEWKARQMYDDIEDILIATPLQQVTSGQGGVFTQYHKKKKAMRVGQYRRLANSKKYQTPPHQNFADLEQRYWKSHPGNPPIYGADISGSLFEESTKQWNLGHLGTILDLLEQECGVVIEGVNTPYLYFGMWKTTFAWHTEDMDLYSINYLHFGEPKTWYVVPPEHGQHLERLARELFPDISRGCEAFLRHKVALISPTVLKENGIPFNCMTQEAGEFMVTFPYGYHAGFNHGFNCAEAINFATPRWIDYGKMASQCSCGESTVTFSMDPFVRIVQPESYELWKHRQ
# HTT ATP protect: Huntington cell model cytoprotection by ATP luminescence | PC12 HTT-Q103 induced, cytoprotection, ATP luminescence, 40 h | Potency, µM (titrated, usually from 56.4 µM), for inactives: cytoprotection (ATP increase), usual class: activators | 230,000 compounds, 0.14% hits | AID 1471;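 further: % of control where 0% means no effect; nearly all actives have a fitted effect of over 45% in size; toxic huntingtin expression switched on by the ecdysone agonist tebufenozide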
#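 Stable PC12 Q103-GFP cells in serum-supplemented, phenol red-free DMEM; induction by tebufenozide at 100 nM final; compound dose series; cell viability quantified luminescently from ATP.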
# SMN2 splice enh: increases expression of the SMN2 splice variant; HEK293 SMN2-luciferase splicing reporter, luminescence, 30-36 h; Potency, µM (highest dose often 46.1 µM), for the others: top-dose activity change, positive = activation, hits mostly activators; 210,000 compounds, 2.8% hits; AID 1458; further: % of control where 0% means no effect; nearly all actives have a fitted effect of over 55% in size
#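 qHTS luciferase splicing reporter: luminescence rises when SMN2 exon 7 is included in transfected HEK293 cells. Compound exposure lasted 30-36 h at 37C, with 4.5 mM final sodium butyrate as control, followed by a ONE-Glo read.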
# ALDH1A1 block: blocks purified human ALDH1A1 activity. P00352. Purified ALDH1A1, NADH fluorescence, propionaldehyde substrate. Potency, µM (doses to about 75.3 µM), inactives show at the top dose activity, negative = inhibition, most hits filed as inhibitors. 220,000 compounds, 7.3% hits. AID 1030; active means well fitted inhibition curve with a large enough effect, not every such curve was filed as active; inconclusive means small, poorly fitted or top-dose-only effect, or another doubt; inactive means no such curve, though single readings can be large or run the other way;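 further: plate controls were no enzyme wells and a reference inhibitor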
# Target sequence (P00352 whole entry, looked up): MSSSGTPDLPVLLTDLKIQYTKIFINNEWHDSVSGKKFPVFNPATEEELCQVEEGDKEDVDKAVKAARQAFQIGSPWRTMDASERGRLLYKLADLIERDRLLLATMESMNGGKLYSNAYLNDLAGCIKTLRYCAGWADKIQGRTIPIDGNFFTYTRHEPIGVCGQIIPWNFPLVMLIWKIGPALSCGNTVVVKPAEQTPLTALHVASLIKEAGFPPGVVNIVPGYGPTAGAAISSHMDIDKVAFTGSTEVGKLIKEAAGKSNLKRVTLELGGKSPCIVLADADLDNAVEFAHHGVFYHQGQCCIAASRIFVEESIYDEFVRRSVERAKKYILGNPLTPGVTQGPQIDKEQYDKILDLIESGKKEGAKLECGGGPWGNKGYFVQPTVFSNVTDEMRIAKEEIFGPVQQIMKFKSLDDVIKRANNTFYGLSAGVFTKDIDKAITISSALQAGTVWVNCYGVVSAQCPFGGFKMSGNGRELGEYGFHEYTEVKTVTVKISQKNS
# Tau fluor counter: counter-screen for tau fibril formation inhibitors. 280,000 compounds, 0.93% hits. Potency, µM (top dose mostly 57.7 µM), for inactives: at the top dose activity change, negative = decrease. tau K18 P301L Alexa594 fluorescence, heparin fibrillization; further: on the % scale 0 is the no-effect control and ±100 the full control effect; nearly all actives have a fitted effect of over 55% in size
#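 Human tau K18 P301L (15 uM unlabeled, 0.24 uM Alexa 594-labeled) in 100 mM sodium acetate pH 7 with 20 uM heparin, 6 hr at 37 C. ThT 30 uM added, 1 hr ambient; Alexa 594 FP and total fluorescence read at 555/632 nm.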
# HttQ103 aggreg: reduces HttQ103-GFP aggregates in PC12 cells | Potency, µM (doses to about 46.1 µM), without a hit: at the top dose activity change, negative = inhibition, usual class: inhibitors | PC12 HttQ103-GFP aggregates, Acumen cytometry, 40 h | 220,000 compounds, 1.1% hits | AID 1688; further: on the % scale 0 is the no-effect control and ±100 the full control effect; nearly all actives have a fitted effect of over 60% in size
#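 Huntingtin Q103 exon 1–GFP aggregates in induced PC12 cells (100 nM tebufenozide) were quantified by cytometry from lysates, with compounds dosed in titration.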
# Tau ThT inhib: blocks human tau fibril formation measured by thioflavin T | P10636 | recombinant tau K18 P301L (four-repeat tau fragment), heparin-induced fibrillization, ThT fluorescence | Potency, µM (top dose mostly 57.4 µM), for inactives: top-dose activity, negative = inhibition, hits mostly inhibitors | 270,000 compounds, 2.1% hits | AID 1460; further: on the % scale 0 is the no-effect control and ±100 the full control effect; nearly all actives have a fitted effect of over 55% in size
# Target sequence (P10636 561-689 P618L limits assumed): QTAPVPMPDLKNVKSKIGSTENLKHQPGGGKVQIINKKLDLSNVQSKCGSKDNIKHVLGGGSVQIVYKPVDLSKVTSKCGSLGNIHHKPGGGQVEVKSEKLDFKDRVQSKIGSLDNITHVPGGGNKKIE
#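 Recombinant human tau K18 fragment […] carrying P301L, 15 uM unlabeled plus 0.24 uM Alexa 594-labeled, was fibrillized with 20 uM heparin in 100 mM sodium acetate pH 7 for 6 hr at 37 C; 30 uM ThT fluorescence read after 1 hr.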
# Tau fibril FP: inhibitors of human tau fibril formation. 280,000 compounds, 0.39% hits. P10636. Potency, µM (highest dose often 57.7 µM), for the others: at the top dose activity, negative = inhibition, most hits filed as inhibitors. K18 P301L tau heparin fibrillization, Alexa594 FP, 6 h; further: on the % scale 0 is the no-effect control and ±100 the full control effect; nearly all actives have a fitted effect of over 55% in size
#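 Human tau K18 […] P301L fragment, 15 uM unlabeled plus 0.24 uM Alexa 594-labeled tau (final), with compound and 20 uM heparin in 100 mM sodium acetate pH 7; 6 hr at 37 C, then Alexa 594 FP read.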
# Active calls of the source: *; ? = inconclusive; . = not tested or not shown; [ ] = another dose, or the depositor's remark. Unless noted, the call rests on the fitted dose curve; in most records, active means well fitted curve in the direction sought with a large enough effect; inconclusive means small, poorly fitted or top-dose-only effect, or another doubt; inactive means no such curve, though single readings can be large; an effect the other way counts as inactive or inconclusive. Potency means the concentration at half of the fitted maximal effect. Only part of the results is shown. The share of hits here may be higher or lower than overall.
structure,ALDH1A1 block,Tau fluor counter,Tau fibril FP,HttQ103 aggreg,KDM4E inh,HTT ATP protect,Tau ThT inhib,SMN2 splice enh
CCCCOc1ccc(CSCCN=C(N)N)cc1,5%,-4%,9%,5%[9.22 µM],-4%,19%[10 µM],-6%,.
Nc1nc(Cl)c2ncn(C3OC(CO)C(O)C3O)c2n1 (stereo unspecified),-3%,-5%,-12%,.,1%,.,-4%,-2%
O=C(CCSCc1ccccc1F)NCc1cccs1,-9%,-10%,-5%,12%,-2%,-5%,-8%,-28%
CC(/C=C/C=C/c1ccccc1)=N\NC(=O)c1cccnc1,?,-6%,-1%,-14%,-5%,-24%,?,-17%
CCCCN(CCCC)c1nc(-c2ccncc2)nc2ccccc12,.,-19%,-7%,-4%[9.22 µM],-27%,-3%[10 µM],?,.
CCOc1ccccc1N1CCN(CC(=O)c2c(N)n(C)c(=O)n(C)c2=O)CC1,1%,-1%,-13%,-11%,-1%,5%[10 µM],-2%,-9%
Cc1ccc2nc(SC(C)C(=O)N3CC(C)OC(C)C3)[nH]c2c1 (stereo unspecified),-2%,-3%,-16%,7%,-3%,-3%[10 µM],-10%,13%
Cc1ccc(Nc2nc(C(=O)NCCCN3CCOCC3)cs2)cc1,-5%,-17%,-1%,3%,-11%,-7%,-7%,-4%
CC(=O)Oc1ccccc1C(=O)Oc1ccc(/C=N/n2cnnc2)cc1,14%,-3%,0%,2%,-3%,-16%,-13%,4%
CC(=O)Nc1ccc(N2C(=O)CSC2c2ccc(F)cc2)cc1 (stereo unspecified),-9%,2%,3%,7%,-1%,5%,-2%,13%
COc1ccccc1NC(=O)N(Cc1ccccc1)c1ccccn1,-5%,-29%,-2%,?,-3%,-30%,-12%,?
O=C(CSc1oc(-c2ccccc2)nc1S(=O)(=O)c1ccc(Cl)cc1)NC1CCCCC1,.,-14%,-8%,.,.,.,-8%,1%
OC(COCc1ccc(Cl)cc1)CN1CCN(c2ccccn2)CC1 (stereo unspecified),-5%,-8%,4%,?,-9%,0%[1.9 µM],-8%,0%
Cc1[nH]n(-c2ccccc2)c(=O)c1/C=N/N(c1ccccc1)c1ccccc1,9%,-26%,6%,6%[9.22 µM],-28%,42%[10 µM],?,.
CC(=O)Oc1ccc(CCC(C)OC(C)=O)cc1 (stereo unspecified),5%,3%,3%,-24%,-13%,-8%,2%,-5%
CCc1cccc(C)c1NC(=O)COC(=O)c1c2c(nc3ccccc13)/C(=C\c1cccs1)CCC2,10%,-25%,-2%,15%,?,.,?,-4%
CCOc1ccc(C(=O)Nc2cc(C)ccn2)cc1,1%,-3%,7%,-4%,5%,-155%[inhibitor],-10%,?
CCOC(=O)CC1Sc2ccccc2NC1=O (stereo unspecified),1%,-1%,-1%,-8%,0%,6%,0%,-11%
CCOc1cc(C2C3=C(CCCC3=O)Nc3nc(C(=O)OC)nn32)ccc1OC (stereo unspecified),-4%,-2%,-1%,10%,5%,0%,-1%,-13%
C/C(=N\NC(=O)c1cccs1)c1ccc2c(c1)OCO2,2%,2%,-3%,-8%,-28%,-57%[inhibitor],-10%,?
C=CCc1ccc(OCCOCCNCCCC)c(OC)c1,?,1%,1%,-3%,12%,5%,-11%,-8%
COc1ccc(/C=C/C(=O)Nc2nnc(C(C)C)s2)cc1OC,.,5%,5%,-1%[9.22 µM],?,21%[10 µM],.,.
CSC1=NCCN1C(=O)c1ccc(S(=O)(=O)N2CCOCC2)cc1,?,-4%,-3%,10%,-11%,-4%,-10%,-11%
O=C(Nc1ccccn1)C1CCN(S(=O)(=O)c2cccs2)CC1,2%,0%,0%,-7%,8%,7%[10 µM],6%,-1%
Cc1nc(N2CCc3ccccc3C2)[nH]c(=O)c1CCC(C)C,1%,-11%,5%,2%,-9%,-5%[0.074 µM],-11%,8%
CCOC(=O)c1ccc(NC(=S)N(CCCN(CC)CC)Cc2ccco2)cc1,-4%,-2%,12%,-10%,-8%,-2%[10 µM],-7%,0%[1.84 µM]
O=C1C=C(c2ccccc2)C[C@H](c2cccs2)[C@H]1n1cnc([N+](=O)[O-])c1,?,-5%,3%,-2%,-8%,-10%[10 µM],-11%,-12%
O=C(CCNc1n[nH]c(=O)[nH]c1=O)N1CCOCC1,7%,5%,3%,-2%,9%,9%[10 µM],4%,.
CC(C)(C)C(=O)Nc1sc2c(c1C#N)CCCCC2,-2%,0%,1%,-2%,1%,2%[10 µM],0%,18%
CC(C)CC(=O)N[C@H](C(=O)N[C@H](C(=O)N[C@@H](CC(C)C)[C@H](O)CC(=O)N[C@@H](C)C(=O)N[C@@H](CC(C)C)[C@H](O)CC(=O)O)C(C)C)C(C)C,-3%[20.9 µM],.,.,.,-14%[25.5 µM],-24%[17.1 µM],.,2%[20.6 µM]
Cc1cccc(NC(=O)c2ccccn2)c1C,7%,5%,0%,5%,8%,-8%[10 µM],-2%,0%
C#CC1(O)CC(C)NCC1(C)CCC#N (stereo unspecified),14%,0%,-3%,-13%,-3%,8%,-4%,38%
COCCNC(=O)CCCn1c(=O)c2cc(OC)c(OC)cc2n(CC(=O)c2ccccc2)c1=O,?,4%,7%,14%,0%,5%,0%,9%
Cc1[nH]c2ccccc2c1-c1csc(NC(=O)CSCC(=O)O)n1,.,?,10%,-7%[9.22 µM],3%,4%[10 µM],?,.
COc1ccc(C2=Nc3ccccc3NC(c3cccs3)=N2)cc1,.,?,1%,.,.,.,?,-1%
O=C(N=NC(=O)c1ccc2c(O)n(CC3CCCO3)c(O)c2c1)c1cccnc1 (stereo unspecified),?,-7%,-1%,13%[9.22 µM],7%,9%[10 µM],-10%,.
Cc1c(NC(=O)C2CCCNC2=O)c(=O)n(-c2ccccc2)n1C (stereo unspecified),-21%,-3%,-2%,6%,-16%,-3%,0%,7%
COc1ccc2oc(=O)c(-c3nnc(N)s3)cc2c1,1%,-5%,-6%,17%,?,3%[10 µM],-9%,?
COC(=O)c1c(C)cc(C)c2c1CC(C)(C)C2=O,-8%,-12%,-6%,-5%[9.22 µM],-5%,-4%[10 µM],-8%,.
CCN1CCCC1CNC(=O)C(=O)NC(C)c1ccccc1 (stereo unspecified),13%,-5%,-6%,-2%[9.22 µM],-25%,-6%[10 µM],-9%,.
COc1ccc(Cn2nnnc2CN2CCOCC2)cc1,-1%,-6%,4%,-24%,-2%,11%[10 µM],-6%,-17%
COC1C(O)C(CO)OC1n1cnc2c(=O)[nH]c(N)nc21 (stereo unspecified),6%,-3%,0%,.,7%,.,-2%,-7%
COc1ccc(P(=O)(COc2ccc([N+](=O)[O-])cc2)c2ccc(OC)cc2)cc1,7.1µM*,-10%,-7%,-7%,0%,.,-10%,0%
CC(C)(C)NC(=O)Nc1ccc(F)c(Cl)c1,-8%,-12%,-10%,13µM*,-1%,-26%,-3%,.
O=C(c1ccccc1)c1ccc(OCCCN2CCCCC2)cc1,?,-6%,-2%,-4%,?,-9%,-8%,-1%
CC(C)Oc1cccc(C(=O)C2CCCN(Cc3ccc(Oc4ncccn4)cc3)C2)c1 (stereo unspecified),-4%,-14%,-12%,-4%[9.22 µM],?,6%[10 µM],-10%,.
CCOc1ccc(NC(=O)c2cnn(-c3ccc(C)c(C)c3)c2C2CCN(C(=O)OC(C)(C)C)CC2)cc1,.,-22%,0%,.,.,.,-11%,-3%
Cc1ccc(CNCC(=O)Nc2cccc(S(=O)(=O)NC3=NCCCCC3)c2)cc1,-4%,-4%,-1%,3%,?,-26%,2%,-21%
Nc1cc(N)nc(SCc2ccccc2)n1,8%,-3%,-3%,10%,4%,2%[10 µM],-2%,11µM*
CCCOc1ccc(/C(O)=C2/C(=O)C(=O)N(CCCn3ccnc3)C2c2cccs2)cc1 (stereo unspecified),-12%,0%,-1%,-10%,-7%,0%[10 µM],-1%,12%
COC(=O)CSc1nnc(C)n1-c1ccc(C)cc1,12%,-2%,7%,-3%,6%,-2%,-5%,-22%
CC(=O)Nc1ccc(NC(=O)CCn2cnnn2)cc1,1%,5%,0%,1%,1%,-12%,7%,-11%
CCn1ncc([N+](=O)[O-])c1C(=O)Nc1ccc(C(=O)N2CCCCC2)cc1,?,10%,0%,-12%,9%,.,8%,-52%[inhibitor]
O=C(Cc1ccccc1)N1CCN(S(=O)(=O)c2ccc([N+](=O)[O-])cc2)CC1,?,-4%,-2%,-6%[9.22 µM],-4%,3%[10 µM],-7%,-20%
CCc1cc2c(=O)c(-c3nc4ccccc4n3C)coc2c(CN2CCOCC2)c1O,-7%,-3%,8%,-12%,2%,6%[10 µM],0%,4%
Cc1ccc(OCCn2c(-c3ccc(Cl)cc3)nc3ccccc3c2=O)c(C)c1,.,-6%,-6%,.,.,.,-2%,-7%
CC(=O)Nc1ccc(NC2=Nc3ccccc3N3C2=Nc2c(c(C)nn2-c2ccccc2)C3c2ccccc2)cc1 (stereo unspecified),-1%,-30%,13%,?,13%,-87%[inhibitor],-6%,-103%[inhibitor]
CC(OC(=O)c1oc2ccccc2c1COc1ccccc1)C(N)=O (stereo unspecified),2.2µM*,-16%,-3%,5%,-4%,-25%,-6%,2%
Cc1onc(COc2ccccc2O)c1Br,7%,-13%,-2%,-16%,-3%,-8%,-6%,?
COC(=O)c1sc(NC(=O)c2csc3c2CCCC3)nc1C,?,?,?,-11%,-19%,-5%[10 µM],-6%,2.5µM*

# Shown as a hit in HttQ103 aggreg (from the list above):
structure | ALDH1A1 block | Tau fibril FP | HttQ103 aggreg | KDM4E inh | Tau ThT inhib | SMN2 splice enh
CC(C)(C)NC(=O)Nc1ccc(F)c(Cl)c1 | -8% | -10% | 13µM* | -1% | -3% | .
